Fh CTSL1 inh = cathepsin L1 inhibition, PFM18AAP counter-screen; inhibition, % at 5.96 µM; recombinant F. hepatica cathepsin L1, Z-Leu-Arg-MCA fluorescence; 300,000 tested, 0.49% active;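 active = inhibition above the mean of all tested compounds plus 3 SD, set per screening campaign, cut at about 17% in these data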;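 note: 0% = plate median of test compound wells and 100% = 1 µM Z-Phe-Ala-diazomethylketone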
PP5 primary = PP5 (human) phosphatase inhibition; P53041; purified PP5c, OMFP substrate fluorescence; inhibition, % at 6.7 µM; 320,000 tested, 0.18% active;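 active = inhibition above the campaign's mean inhibition across all tested compounds plus 3 SD, cut at about 9.5% in these data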;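 note: 0% = DMSO only and 100% = 100 µM cantharidin control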
core dimer inh = HCV core protein dimerization inhibition; inhibition, % at 5 µM; 300,000 tested, 0.33% active; TR-FRET GST/Flag-core106 dimerization, 1536-well; AID 1899;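 active = inhibition above the mean of all tested compounds plus 3 SD, set per screening campaign, cut at about 45% in these data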
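System: GST/Flag-tagged HCV core106 proteins. Incubation: compound-protein-antibody incubation 4 h at 22.5 °C. Technique: HTRF with 340 nm excitation, 617/671 nm emission. Medium: KF-containing HEPES buffer, pH 7.45, DTT, CHAPS, BSA. Read-out: inhibition (%) from 671 over 617 nm ratio. Also added: Eu(K)-anti-GST 90 ng/mL plus XL665-anti-Flag 1 µg/mL.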
PAFAH2 FP inh = inhibitors of human PAFAH2 | inhibition, % at 3.39 µM | recombinant PAFAH2, FP-rhodamine activity probe, fluorescence polarization | 340,000 tested, 0.99% active | AID 492956;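 active = inhibition above the mean over all tested compounds plus 3 SD, cut at about 30% in these data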;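 note: inhibitors block probe labeling of enzyme so polarization drops; 0% = enzyme with DMSO and 100% = wells lacking PAFAH2 protein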
PP1 inh = PP1-alpha (human) inhibition in PP5 counter-screen. inhibition, % at 6.7 µM. P62136. 320,000 tested, 0.9% active. purified PP1alpha, OMFP fluorescence;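 active = inhibition above the mean inhibition of all tested compounds plus 3 SD, computed separately for each screening campaign, cut at about 15% in these data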
Target sequence (P62136 whole entry, looked up): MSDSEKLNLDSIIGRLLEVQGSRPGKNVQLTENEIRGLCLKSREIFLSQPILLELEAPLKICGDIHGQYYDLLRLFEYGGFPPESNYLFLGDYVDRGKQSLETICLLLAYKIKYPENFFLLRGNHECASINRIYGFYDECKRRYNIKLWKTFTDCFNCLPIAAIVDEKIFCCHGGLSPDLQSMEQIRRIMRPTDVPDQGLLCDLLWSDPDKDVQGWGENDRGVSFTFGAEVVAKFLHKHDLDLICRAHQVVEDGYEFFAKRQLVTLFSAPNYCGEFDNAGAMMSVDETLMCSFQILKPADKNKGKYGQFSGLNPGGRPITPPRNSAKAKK
procasp7 counter = counter-screen: procaspase-7 (human) activation | P55210 | AID 463210 | activation, % at 8.5 µM | 330,000 tested, 0.093% active | recombinant procaspase-7, Ac-DEVD-pNA absorbance 405 nm; D23A/D198A/D206A triple mutant, cannot self-cleave; scale: DMSO 0, 5 µM enzyme 100;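 active = percent activation above the screen-wide mean plus 3 SD, cut at about 25% in these data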
Target sequence (P55210 whole entry D23A/D198A/D206A): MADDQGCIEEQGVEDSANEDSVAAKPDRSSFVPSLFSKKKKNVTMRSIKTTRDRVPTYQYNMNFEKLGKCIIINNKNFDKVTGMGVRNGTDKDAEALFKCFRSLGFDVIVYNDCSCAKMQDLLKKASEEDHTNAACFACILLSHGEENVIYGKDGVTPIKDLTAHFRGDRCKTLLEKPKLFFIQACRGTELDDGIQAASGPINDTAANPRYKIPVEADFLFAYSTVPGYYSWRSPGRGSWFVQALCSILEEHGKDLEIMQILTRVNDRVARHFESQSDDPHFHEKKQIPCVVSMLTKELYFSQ
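Replicates: singlicate. Assay system: Procaspase-7 triple mutant (PC-7 D3A). Signal: 405 nm absorbance of p-nitroaniline. Times: 1 h preincubation, 2 h reaction. Buffer or medium: Zinc-free HEPES pH 7.4 with 300 mM NaCl, 0.01% Triton X-100. Also added: DEVD-pNA substrate. Benchmarks: DMSO wells as 0%, DMSO with 5 µM added PC-7 as 100%.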
TPT1 inh = inhibitors of Candida albicans tRNA 2'-phosphotransferase TPT1; 300,000 tested, 0.81% active; recombinant caTPT1, FP RNA substrate dephosphorylation; AID 1962; inhibition, % at 5 µM;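 active = inhibition above the mean of all tested compounds plus 3 SD, set per screening campaign, cut at about 24% in these data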;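 note: plate controls were DMSO alone for no effect and ferristatin control at 100 nM for full effect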
AHR activator = activates the human aryl hydrocarbon receptor. AHR-responsive luciferase reporter cells, luminescence. 320,000 tested, 2.5% active. AID 2796. activation, % at 5 µM. P35869; in the data active = activation above about 47%;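 note: 0% = vehicle wells and 100% = reference agonist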
procasp3 activ = activators of human procaspase-3. activation, % at 8.5 µM. 330,000 tested, 0.11% active. P42574. recombinant procaspase-3 D3A, Ac-DEVD-pNA absorbance 405 nm. AID 463141;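 active = activation above the mean of all tested compounds plus 3 SD, cut at about 21% in these data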;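 note: 0% = DMSO alone and 100% = DMSO wells spiked with extra 5 µM PC-3 D3A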
Target sequence (P42574 whole entry D9A/D28A/D175A): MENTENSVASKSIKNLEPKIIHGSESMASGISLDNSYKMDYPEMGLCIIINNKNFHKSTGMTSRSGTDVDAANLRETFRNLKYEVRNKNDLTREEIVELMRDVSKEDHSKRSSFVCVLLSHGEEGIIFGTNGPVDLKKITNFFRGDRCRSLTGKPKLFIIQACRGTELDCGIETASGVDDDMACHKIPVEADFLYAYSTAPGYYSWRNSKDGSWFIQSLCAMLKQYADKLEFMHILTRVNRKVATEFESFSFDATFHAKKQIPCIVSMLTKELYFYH
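Assay system: Procaspase-3 D3A mutant, all three cleavage aspartates alanine. Buffer or medium: Zinc-free HEPES saline buffer with Triton X-100. Times: 1 h compound preincubation, 2 h substrate hydrolysis at 25 °C. Measured by: 405 nm absorbance of p-nitroaniline, reads at 0 and 120 min. Read-out basis: percent activation relative to control range. Replicates: singlicate.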
Numbers without * were called inactive; . = no result given. This is a random part of the collection; 5.6% or so of the library scored in one or more.

SMILES	Fh CTSL1 inh	PP5 primary	core dimer inh	PAFAH2 FP inh	PP1 inh	procasp7 counter	TPT1 inh	AHR activator	procasp3 activ
O=C(Oc1ccccc1)c1cccc2cccnc12	-2	2.1	8	-2	-3	9	-3	-2	-1
COc1cc2c(C(=O)N3CCN(c4cccc(Cl)c4)CC3)cn(C)c(=O)c2cc1OC	4	0.7	7	-4	-1	11	4	-6	-3
CCC(C)[C@H](NC(=O)N1CC(=O)Nc2ccccc21)C(=O)N1CCC(C(=O)O)CC1 (stereo partly specified)	-4	-3.0	-8	-3	0	-4	1	3	-4
Cc1ccc(-c2ccccc2)n1-c1ccc(C(=O)O)cc1	-2	4.3	-7	7	-1	-20	-2	-1	-4
CC(C)CN(C(=O)COC(=O)CCc1c[nH]c2ccccc12)C1CCS(=O)(=O)C1 (stereo unspecified)	7	1.6	3	11	-3	4	-1	6	2
CCOC(=O)CSc1nnc(Cc2ccccc2)n1Cc1ccco1	-4	2.4	-1	2	-4	5	1	-3	-1
CCOC(=O)c1[nH]c(C)c(/C(O)=C2\C(=O)C(=O)N(CCCn3ccnc3)C2c2ccncc2)c1C (stereo unspecified)	0	1.5	3	10	3	0	-6	3	-3
COc1ccccc1NS(=O)(=O)c1cc(N)ccc1N1CCCC1	.	.	.	5	.	-18	.	0	-6
Cc1ccccc1NC(=O)CC(=O)c1ccccc1	3	0.1	-7	1	1	-3	-3	0	-2
CCc1cccc(OCC(=O)Nc2cc(Cl)ccc2-n2cncn2)c1	.	0.4	.	-6	2	-9	.	23	0
COc1ccc(-c2cc(C(=O)NC3CCCC3)no2)cc1	5	2.6	10	-1	0	-1	0	6	-5
O=C(CCCSc1nc2ccccc2[nH]1)Nc1nnc(C2CC2)s1	-2	2.1	1	-4	-2	-1	1	31	0
O=C(NNC(=S)Nc1ccc(Br)cc1Cl)c1ccco1	9	3.3	-8	-3	6	1	0	2	-6
Cn1c(CC(=O)Nc2ccc(F)cc2)nnc1SCC(=O)Nc1nncs1	1	2.5	-7	-15	1	12	2	-2	-5
OC(c1cccc(OCc2ccccc2)c1)c1nnc(-c2ccccc2)o1 (stereo unspecified)	2	4.3	8	-2	3	1	-9	7	16
O=c1oc2ccc(Cl)cc2cc1-c1ccccc1	5	1.8	-6	-4	0	0	1	-8	-7
COc1ccc(S(=O)(=O)N2CCN(C(=O)c3ccc(NC(C)=O)cc3)CC2)cc1	.	0.7	.	2	-4	2	.	-5	7
CC(=O)CC(=O)Nc1nc(C)cc(C)n1	1	0.7	-3	2	-3	4	-1	-1	-5
COCCn1nnnc1C(c1cc2cc(C)ccc2[nH]c1=O)N1CCc2ccccc21 (stereo unspecified)	2	0.8	18	10	2	17	0	65*	2
Cc1ccccc1N1CCN(CCCCN2C(=O)C3CCCN3C2=O)CC1 (stereo unspecified)	-4	-2.1	1	-2	2	4	1	1	0
COc1ccc2c(c1)CC(C1(O)C(=O)N(C)c3ccccc31)C2=O (stereo unspecified)	-2	-2.4	-3	3	2	12	-1	14	4
CC(C)(C)NS(=O)(=O)c1ccc2c(c1)oc(=O)c1cc(S(=O)(=O)NC(C)(C)C)ccc12	4	2.9	8	-5	1	0	-1	-2	-14
CCOC(=O)N1CCN(C(c2cccc(OC)c2)c2sc3nc(C)nn3c2O)CC1 (stereo unspecified)	6	-0.1	-9	-1	-1	5	-2	3	-5
COc1ccccc1N1CCN(C(CNC(=O)C2CCCCC2)c2cccnc2)CC1 (stereo unspecified)	1	-1.1	0	5	-4	5	-1	1	2
COc1ccc(CCNC(=O)c2cc(-c3ccccc3O)n[nH]2)cc1OC	4	-0.1	-1	4	0	4	-2	1	2
Other structures follow.
SMILES	Fh CTSL1 inh	PP5 primary	core dimer inh	PAFAH2 FP inh	PP1 inh	procasp7 counter	TPT1 inh	AHR activator	procasp3 activ
O=C(N1CCCC1)C12CC3CC(CC(C3)C1)C2	0	2.3	-16	3	0	0	2	-3	-2
COc1cccc(NC(=O)c2ccc(NC(=O)C(C)C)cc2)c1	-1	2.0	-2	-4	-4	5	0	2	-6
O=C1C(C2=C(O)c3ccccc3C2=O)=Nc2ccccc21	15	3.2	-31	53*	-1	-7	4	45	4
CCOc1ccc(-c2nnc3ccc(SC)nn23)cc1	-1	0.2	3	-3	6	1	3	27	3
c1ccc(NC2=NCCN2CCCC2CCCC2)cc1	10	0.5	-14	-2	2	-4	-2	5	1
CC(C)(C)NC(=O)c1cc(NC(=O)c2cccs2)cc(NC(=O)c2cccs2)c1	0	2.6	12	-6	2	5	2	14	3
Cc1ccc(-c2nnc(COc3cccc(-n4cnnn4)c3)o2)cc1	-1	0.7	3	9	-2	1	-3	4	-9
CC1=NN2C(=N)/C(=C\c3cc(C)n(-c4cccc(C)c4)c3C)C(=O)N=C2S1	3	1.0	15	-7	-1	-4	5	-1	-14
Cc1c(Br)cc(C(=O)O)c(C)c1C	-2	-0.1	-4	-3	-1	8	-2	5	3
Cc1ccc(CCNC(=O)c2coc3nc4ccccc4nc23)cc1	2	-0.3	-1	-22	1	1	14	17	-44
CCOC(=O)C1CCCN(C(=O)COC(=O)c2cccs2)C1 (stereo unspecified)	.	.	.	3	.	-15	.	0	-9
Cc1ccc(S(=O)(=O)N2CCN(C(=O)c3ccccc3)C2C(C)C)cc1 (stereo unspecified)	-3	1.4	1	8	-3	2	-1	1	7
O=C1C(Cc2ccccc2)SC(=Nc2ccccc2)N1c1ccccc1 (stereo unspecified)	-3	3.3	3	-1	-3	-8	1	2	-3
O=C(C[C@H]1C/C=C\C[C@H](NC(=O)OCC2c3ccccc3-c3ccccc32)C(=O)O[C@H](c2ccccc2)CNC1=O)N[C@H](CO)Cc1ccccc1	.	.	.	-4	.	-5	.	6	4
CC1CCCC(C)N1C(=O)COC(=O)c1nn(C)c(=O)c2ccccc12 (stereo unspecified)	-10	-0.4	7	0	-5	-1	-1	2	7
CCN(CC)S(=O)(=O)c1ccc2oc(C(=O)NC3CC3)c(C)c2c1	-1	3.9	-11	-4	3	-14	-2	3	-8
COc1ccc(CC(=O)N(Cc2ccccc2)C(C)C)cc1	1	0.4	-6	-7	1	-3	-3	0	-1
Cc1ccccc1C(=O)Oc1ccccc1N1C(=O)C2CC=CCC2C1=O (stereo unspecified)	3	3.0	-7	7	3	8	-2	75*	4
COc1ccc(CN2CCN(S(=O)(=O)c3ccc(C)cc3)CC2)cc1Br	5	0.7	7	-2	1	-6	-4	0	-7
CCOC(=O)c1c(S(=O)(=O)NCC(=O)Nc2cc(C)ccn2)c(C)n(C)c1C	-4	1.9	-2	1	-3	3	1	2	7
CC(=O)Nc1ccc(C(=O)CN2C(=O)NC3(CCCc4ccccc43)C2=O)c(F)c1 (stereo unspecified)	.	.	.	1	.	-7	.	4	2
O=C(Nc1ccccc1)NC1(C(=O)NCc2ccc3c(c2)OCO3)CCCCC1	7	-0.7	-2	0	-1	12	2	1	-1
CC1(C(=O)c2ccccc2)C2c3c(ccc4ccccc34)OC(=O)C21C(=O)N1CCOCC1 (stereo unspecified)	2	1.4	11	4	1	3	-6	1	-2
O=C1OC2(CCCCC2)OC(=O)C1=CNc1ccc2c(c1)OCO2	1	0.2	0	2	2	-21	-4	30	-17
Cc1cccc(NC(=O)C(Cc2ccccc2)c2nn[nH]n2)c1C (stereo unspecified)	0	-3.5	-8	2	-1	1	-2	-2	2

Arranged by value in TPT1 inh (smallest number first): 3 from the list above
SMILES	PP5 primary	core dimer inh	PAFAH2 FP inh	TPT1 inh	AHR activator	procasp3 activ
COc1ccc(CC(=O)N(Cc2ccccc2)C(C)C)cc1	0.4	-6	-7	-3	0	-1
CC(C)(C)NC(=O)c1cc(NC(=O)c2cccs2)cc(NC(=O)c2cccs2)c1	2.6	12	-6	2	14	3
CCOc1ccc(-c2nnc3ccc(SC)nn23)cc1	0.2	3	-3	3	27	3

New compounds follow:
SMILES	Fh CTSL1 inh	PP5 primary	core dimer inh	PAFAH2 FP inh	PP1 inh	procasp7 counter	TPT1 inh	AHR activator	procasp3 activ
O=C1C2C3C=CC(C4CC34)C2C(=O)N1/N=C/c1ccc(-c2cccc([N+](=O)[O-])c2)o1 (stereo unspecified)	3	3.1	38	3	3	8	-1	13	3
Cc1ccc(CN2CCC(N3CCC(C(=O)NCC4CCCO4)CC3)CC2)o1 (stereo unspecified)	2	1.9	2	7	-2	5	-2	-2	-3
CCOc1ccc(NC(=O)CN(C)C(=O)c2cc(-c3ccncc3)nc3ccccc23)cc1OCC	3	-1.9	-4	6	2	11	-1	9	3
O=C(O)CN1c2cccc3cccc(c23)S1(=O)=O	-1	-2.0	24	14	-1	-1	0	6	1
O=C(Nc1ccc2nn(-c3ccccc3)nc2c1)c1ccc2c(c1)OCO2	2	-2.2	-22	-26	10	-6	0	-5	1
O=C(CSc1nnc(-c2ccccc2Cl)o1)N1CCCC1	2	1.5	4	1	0	-1	-2	8	5
Cc1cc(NS(=O)(=O)c2ccc(NC(=O)CCCOc3ccccc3)cc2)no1	-5	0.5	-4	-6	-2	-10	-3	0	8
Cn1c(=O)c2c(nc(N3CCN(c4ccccn4)CC3)n2Cc2ccc(Cl)cc2Cl)n(C)c1=O	0	1.5	0	7	1	10	-7	-2	5
CC(C)(C)c1ccc(NC(=O)COc2ccc(-n3ccnc3)cc2)cc1	5	2.3	32	3	18*	3	1	39	0
CCc1cccc(NC(=O)c2cccc3c2C(=O)N(CC2CCCO2)C3)c1 (stereo unspecified)	4	5.8	19	0	7	0	0	-6	-3
CC(C)c1nnc(NC(=O)c2sc3ccccc3c2Cl)s1	4	2.1	14	-3	6	-6	-4	71*	2
COC(=O)C(C)N1C(=O)S/C(=C/c2cc(C)n(-c3ccccn3)c2C)C1=O (stereo unspecified)	4	2.0	-1	4	-2	-2	-3	-1	11
COc1cc(C2C(C#N)=C(N)OC3=C2C(=O)CCC3)cc(OC)c1OC(=O)N1CCOCC1 (stereo unspecified)	-1	1.2	2	4	-4	-3	-1	-2	-5
COc1ccc(NC(=O)NNC(=O)c2cc(C3CC3)nc3ccccc23)c(OC)c1	10	0.6	-8	2	-4	-8	2	15	-1
Cc1cc(=O)oc2cc(OCC(=O)N3CCCC3)c(Cl)cc12	.	-3.1	.	-1	-1	7	.	-4	0
CCCCc1ccc(C2C3=C(CC(C)(C)CC3=O)NC3=C2C(=O)c2ccccc23)cc1 (stereo unspecified)	2	2.5	25	-7	4	7	-4	-1	-2
CC(NC(=O)Cn1c(NCCO)nc2ccccc21)C1CC2CCC1C2 (stereo unspecified)	-2	-1.8	2	4	3	4	0	2	4

PAFAH2 FP inh: what is marked active above
canonical_smiles | PP5 primary | core dimer inh | PAFAH2 FP inh | TPT1 inh | AHR activator | procasp3 activ
O=C1C(C2=C(O)c3ccccc3C2=O)=Nc2ccccc21 | 3.2 | -31 | 53* | 4 | 45 | 4

Bioassay records from PubChem.
